# Screening data from PubChem BioAssay.
# mIAP activ: mouse IAP activation. hit rate 0.24% among 330,000. activation factor at 10 µM. muIAP, CDP-Star luminescence, 30 min; hits give high values; 1 = vehicle-only enzyme signal, 0 = enzyme-free wells;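 active means activation factor of at least 2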; further: the source names both 10 and 20 µM as test concentration; values of inactives mirror those of a sister screen read the other way
#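 Assay system: mouse IAP enzyme / Compound: DMSO-dissolved test compounds / Timing: 30 min, room temperature / Measured by: luminescence from enzymatic CDP-Star hydrolysis / Control set: DMSO-only wells, enzyme-free buffer wells as negative control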
# APOBEC3A inh: inhibitors of human APOBEC3A DNA deaminase. recombinant A3A, FAM/TAMRA ssDNA deamination fluorescence. inhibition, % at 20 µM. hit rate 0.41% among 330,000. AID 493011;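 active means at least 40% inhibition at 20 µM here, with at most 30% in a related deaminase screen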;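 further: plate controls were A3A with DMSO for no effect and wells lacking A3A enzyme for full effect; some results filed as inactive read as strong as hits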
# hIAP act: increases human intestinal alkaline phosphatase activity; P09923; purified human IAP, CDP-Star luminescence, 30 min; hits give high values; 1 = vehicle-only enzyme, 0 = enzyme-free background; activation factor at 10 µM; hit rate 0.16% among 330,000; AID 2524;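 active means activation factor of the enzyme at least 2-fold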; further: the source names both 10 and 20 µM as test concentration; values of inactives mirror those of a sister screen read the other way
# Target sequence (P09923 whole entry, looked up): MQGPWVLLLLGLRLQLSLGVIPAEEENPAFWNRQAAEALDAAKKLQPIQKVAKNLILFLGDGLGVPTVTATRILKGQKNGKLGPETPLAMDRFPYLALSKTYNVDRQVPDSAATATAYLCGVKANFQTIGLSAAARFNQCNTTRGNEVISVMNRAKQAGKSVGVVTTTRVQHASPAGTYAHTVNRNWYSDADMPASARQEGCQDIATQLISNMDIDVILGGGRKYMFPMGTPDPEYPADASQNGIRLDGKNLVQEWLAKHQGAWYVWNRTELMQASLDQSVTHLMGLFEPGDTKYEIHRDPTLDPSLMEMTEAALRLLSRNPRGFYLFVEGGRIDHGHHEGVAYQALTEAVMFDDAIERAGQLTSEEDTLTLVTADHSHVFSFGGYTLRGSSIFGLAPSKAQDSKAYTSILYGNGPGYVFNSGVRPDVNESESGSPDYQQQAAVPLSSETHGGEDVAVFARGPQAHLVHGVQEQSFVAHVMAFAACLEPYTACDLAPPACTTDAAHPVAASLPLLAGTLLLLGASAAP
# A3G deaminase: APOBEC3G (human) deaminase inhibition; hit rate 0.28% among 330,000; inhibition, % at 20 µM; recombinant A3G, ssDNA deamination FAM/TAMRA fluorescence; Q9HC16;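 active means inhibition of at least 40% at 20 µM, with no more than 30% in the related APOBEC3A deaminase screen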;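 further: plate controls were DMSO wells with A3G for no effect and wells lacking A3G enzyme for full effect; some compounds called inactive have numbers as strong as hits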
# hIAP inh: blocks human intestinal alkaline phosphatase; purified IAP, CDP-Star luminescence, 30 min; inhibition, % at 10 µM; hit rate 0.12% among 330,000; AID 2544;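 active means inhibition reaching a set limit with compound at 10 µM in the primary screen, cut at about 35% in these data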;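 further: plate controls were DMSO wells with enzyme for no effect and no-enzyme buffer wells for full effect; values of inactives mirror those of a sister screen read the other way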
# mIAP block: mouse IAP inhibition; purified mouse IAP, CDP-Star luminescence, 30 min; hit rate 0.2% among 330,000; inhibition, % at 10 µM;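 active means inhibition of at least 40% at 10 µM in the primary screen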;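 further: plate controls were DMSO with enzyme for no effect and no enzyme wells for full effect; values of inactives mirror those of a sister screen read the other way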
# beta cell repl: inducers of beta-cell replication in MIN6 cells. MIN6 cells proliferation, ATPlite luminescence, 48 h; cells starved in 0.2% serum; 100% = growth in 10% serum. proliferation, % at 10 µM. hit rate 0.29% among 330,000. AID 2380;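 active means compounds whose signal lies at least 3.5 SD above the mean of all wells on their plate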;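 further: 0% = DMSO-treated cells in low-serum medium and 100% = 10% serum control; some compounds called inactive have numbers as strong as hits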
# MPTP inh: permeability transition pore inhibition. isolated mouse mitochondria, Ca2+ swelling absorbance, 30 min. inhibition, % at 10 µM. hit rate 1.4% among 360,000;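 active means inhibition of 50% or more, scaled per plate between neutral and stimulator controls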;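 further: 0% = DMSO wells given calcium and 100% = 1 mM EGTA wells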
# ATG4B inhibitor: blocks human ATG4B protease cleavage of LC3 substrate. hit rate 0.51% among 340,000. ATG4B cleavage of LC3-PLA2, NBD-HPC fluorescence, 1 h. inhibition, % at 8.33 µM; in the data active means inhibition above about 40%
# Target sequence (Q9Y4P1 whole entry, looked up): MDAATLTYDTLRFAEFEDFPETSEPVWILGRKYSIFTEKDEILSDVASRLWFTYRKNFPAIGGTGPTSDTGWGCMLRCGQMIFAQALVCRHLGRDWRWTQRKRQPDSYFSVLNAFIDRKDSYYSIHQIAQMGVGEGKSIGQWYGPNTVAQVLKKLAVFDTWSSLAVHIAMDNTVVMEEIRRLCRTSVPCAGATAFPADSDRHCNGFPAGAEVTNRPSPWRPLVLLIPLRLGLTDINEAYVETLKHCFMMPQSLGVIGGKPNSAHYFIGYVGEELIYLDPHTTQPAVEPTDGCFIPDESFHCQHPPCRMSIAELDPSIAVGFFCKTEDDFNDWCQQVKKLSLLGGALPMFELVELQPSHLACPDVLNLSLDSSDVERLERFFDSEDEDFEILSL
# * hit, by the source's call; / = not tested or not shown.
smiles	hIAP inh	APOBEC3A inh	A3G deaminase	hIAP act	mIAP activ	beta cell repl	ATG4B inhibitor	MPTP inh	mIAP block
NS(=O)(=O)c1ccc(NC(=O)c2c(F)cccc2Cl)cc1	5.6	1.9	-2.6	0.944	1.06	-2.5	-16.2	1.0	-6.5
O=C(O)CC(CN1C(=O)c2ccccc2C1=O)c1ccccc1 (stereo not drawn)	1.4	-0.2	-0.4	0.986	0.881	-2.4	-2.4	-2.5	11.9
CC(C)(C)OC(=O)NC(CC(=O)OCc1ccccc1)C(=O)O (stereo not drawn)	-5.4	1.7	-1.7	1.05	1.02	-1.4	0.9	2.2	-2.0
O=C(c1ccc(F)cc1)[C@@H]1[C@@H](C(=O)c2ccccc2)[C@@]2(C(=O)Nc3ccccc32)[C@H]2c3ccccc3C=CN12	18.2	-2.6	-7.8	0.818	0.965	0.0	/	/	3.5
O=C(CSc1oc(-c2ccccc2)nc1S(=O)(=O)c1ccc(F)cc1)NCC1CCCO1 (stereo not drawn)	4.4	-3.5	-5.2	0.956	0.997	0.8	-16.6	-0.1	0.3
COc1ccc(/C=N/Nc2ccccn2)c(OC)c1OC	-0.4	0.0	-2.1	1	0.96	2.8	-5.0	0.5	4.0
O=C(NC1CC1)c1sc2cc(Cl)ccc2c1Cl	-8.3	-0.8	-5.3	1.08	1.04	-2.9	0.8	-1.3	-3.6
Cc1ccc(S(=O)(=O)NNC(=O)c2ccoc2C)cc1	8.9	6.8	2.0	0.911	0.892	1.4	3.1	0.1	10.8
CN(c1ccc(C(=O)NCc2ccc3c(c2)OCO3)cc1)S(C)(=O)=O	10.3	-2.4	-5.9	0.897	0.86	0.7	-0.6	-0.4	14.0
Cn1c(CN2CCOCC2)c(C#N)c2ccccc21	1.8	-2.1	-4.6	0.982	1.03	-1.5	15.8	0.3	-3.3
Cc1onc(-c2ccccc2)c1C(=O)N(C)CC(=O)Nc1ccc(F)c(F)c1F	2.3	-4.1	-8.7	0.977	1.01	0.4	13.2	-1.8	-1.3
C(=N\n1cnnc1SCc1ccccc1)/c1ccco1	-29.8	-16.1	-6.9	1.3	0.952	-0.1	-8.5	-12.4	4.8
O=C(NNC1=NS(=O)(=O)c2ccccc21)c1ccc([N+](=O)[O-])cc1	-23.2	-0.2	4.3	1.23	0.981	-3.5	2.9	-1.2	1.9
C[C@H](NC(N)=O)C(=O)Nc1ccc(N2CCOCC2)c(S(=O)(=O)Nc2ccc(Cl)cc2)c1	2.0	-1.9	46.4*	0.98	0.902	-6.5	-19.4	-3.6	9.8
CCOC(=O)C1=C(CN2CCN(C(=O)OCC)CC2)NC(=O)NC1c1ccc2c(c1)OCO2 (stereo not drawn)	-5.0	-0.6	-5.0	1.05	0.961	0.1	-9.6	0.0	3.9
Nc1nnc(SCC(=O)Nc2cc(F)ccc2F)s1	-13.3	1.2	2.3	1.13	1.01	1.7	7.2	-0.4	-1.2
COC(=O)c1c(C(=O)OC)c(-c2ccc(Br)cc2)n2c1CS(=O)C2 (stereo not drawn)	3.6	-0.1	1.8	0.964	1.04	-3.3	-6.0	0.2	-4.5
Cc1n[nH]c(=O)c2c(NC(=O)CSc3nc4ccccc4c(=O)n3-c3ccc(OC(F)F)cc3)oc(C)c12	-18.0	2.1	-1.1	1.18	1.01	-0.3	41.3*	-2.2	-1.4
CC(=O)NC(C)c1ccc(C(=O)CSc2nnc(C3CC3)n2C2CC2)cc1 (stereo not drawn)	8.7	-4.9	-9.3	0.913	1.03	2.7	-34.9	0.4	-3.2
Cc1cccc(C(=O)NC(C)c2ccc(-n3ccnc3)cc2)c1C (stereo not drawn)	-8.9	6.5	-1.5	1.09	1.05	-1.2	-3.2	-1.9	-5.0
O=C(NCCC1=CCCCC1)C1CCC(=O)N(Cc2cccc(C(F)(F)F)c2)C1 (stereo not drawn)	-0.1	-4.2	-7.3	1	0.985	-0.9	-4.1	2.2	1.5
COC(=O)[C@H]1C[C@@H]1[C@H](NC(=O)c1cccnc1)c1ccccc1	10.3	-4.0	-13.4	0.897	0.977	7.3	-4.3	-0.4	2.3
O=C(NO)C1CC2C=CC1C2 (stereo not drawn)	6.6	-2.9	-7.8	0.934	0.983	1.7	-12.4	-0.5	1.7
CN(C)S(=O)(=O)c1ccc(C(=O)OCC(=O)NCc2ccco2)cc1	14.6	11.0	-1.2	0.854	1.01	2.3	-1.6	0.5	-1.2
Cc1cc(C)c(S(=O)(=O)N2CCN(S(=O)(=O)N3CCCCCC3)CC2)c(C)c1	7.0	2.3	-4.2	0.93	1.08	-1.9	11.7	0.6	-7.8
COC(=O)[C@]1(Cc2ccccc2)N[C@H](CN(C)C(=O)c2ccccc2)[C@@H]2C(=O)N(C)C(=O)[C@@H]21	-6.9	-1.0	-4.8	1.07	1.07	-2.6	-6.8	3.0	-7.1
Clc1ccc(-c2ccccc2)nn1	-7.0	-2.8	-8.9	1.07	1.02	2.8	0.2	0.0	-1.6
Cc1ccccc1NC(=O)C1CC(=O)N(Cc2ccccc2)C1 (stereo not drawn)	1.7	-5.1	-4.6	0.983	0.951	-2.5	-5.5	-3.1	4.9
CCOC(=O)c1cc2c(=O)n3ccccc3nc2n(Cc2ccco2)c1=NC(=O)c1ccc(OC)cc1	-17.3	7.8	12.7	1.17	1.08	-3.3	-5.4	5.7	-8.3
CC(=O)c1ccc(NS(=O)(=O)c2ccc(CC(C)C)cc2)cc1	8.0	4.7	2.8	0.92	1.09	-5.8	5.3	21.4	-9.4
CC(OC(=O)CCc1ccccc1)C(=O)Nc1ncc(Cl)cc1Cl (stereo not drawn)	9.5	-2.9	-6.4	0.905	0.998	5.0	-2.3	0.5	0.2
Cc1ccc(N2C(=O)N(CC(=O)Nc3cccc(C)c3C)C(=O)C2C)cc1 (stereo not drawn)	-17.6	2.0	12.8	1.18	0.907	-7.9	-10.8	-0.4	9.3
N#CC(c1ccc(Cl)cc1)c1nc2ccccc2nc1C(F)(F)F (stereo not drawn)	-22.2	-2.6	3.5	1.22	0.872	-3.1	3.6	-3.1	12.8
O=S(=O)(NCc1ccccc1)c1ccccc1Br	1.0	-1.5	-7.0	0.99	1.06	-7.0	-7.1	-1.7	-5.8
[N-]=[N+]=CC(=O)CNC(=O)[C@@H](Cc1ccccc1)N1C(=O)c2ccccc2C1=O	-14.4	1.6	2.4	1.14	1.03	2.2	-0.4	-2.2	-3.2
CC1=NC(C)Cc2ccccc21 (stereo not drawn)	-9.8	4.7	1.5	1.1	1.01	0.4	-0.6	-3.8	-1.2
C=C(C)C(=O)Nc1cccc(C2=NOC3(C2)C[C@@H](C(N)=O)N(C(=O)/C=C/CC)C3)c1 (stereo partly drawn)	-2.4	10.9	91.4*	1.02	0.974	-3.7	-6.2	-0.6	2.6
CCc1nc2ccccc2c(C(=O)OCC(=O)N(CCOC)c2c(N)n(Cc3ccccc3)c(=O)[nH]c2=O)c1C	-2.7	2.3	0.5	1.03	1.03	-2.1	-8.6	-1.8	-2.9
Cc1ccc(N(C(=O)Cn2nnc(-c3ccc(C)o3)n2)C(C(=O)NC2CCCC2)c2ccco2)cc1 (stereo not drawn)	0.6	5.8	-1.4	0.994	0.831	-0.6	0.8	0.2	16.9
COc1ccc(C)cc1N(C(=O)c1snc(C(N)=O)c1N)C(C(=O)NC1CCCC1)c1ccc(F)cc1 (stereo not drawn)	2.1	-0.5	-6.9	0.979	1	-0.3	9.8	1.6	-0.3
C/C=C/c1cc(CN2CCN(c3ccc(OC)cc3)CC2)c(O)c(OC)c1	-10.2	-3.5	-9.2	1.1	0.976	3.2	-7.8	-1.0	2.4
CCOC(=O)c1ccccc1NC(=O)c1n[nH]c(=O)c2ccccc12	6.8	0.6	-4.8	0.932	0.97	0.0	-1.6	0.3	3.0
COc1ccccc1NC(=S)NCc1ccco1	6.1	-0.1	-4.7	0.939	0.825	-1.2	1.1	0.8	17.5
O=C1CCCN1CCCNS(=O)(=O)c1ccc(Br)s1	7.4	-0.5	-5.5	0.926	1.04	-1.6	0.0	-0.9	-3.9
CN(C)C(=O)c1cccn(Cc2cccc(C(F)(F)F)c2)c1=O	-23.9	-2.8	-5.8	1.24	0.984	0.4	3.1	0.8	1.6
Cc1[nH]c2ccccc2c1-c1nc(N)sc1C	8.3	-2.7	-8.9	0.917	0.848	4.5	-1.0	-0.2	15.2
Cn1ncc([N+](=O)[O-])c1C(=O)Nc1ccc2c(c1)OCCO2	-2.8	-3.0	-5.2	1.03	1.03	-2.0	-11.0	-4.3	-2.7
CC(C)Oc1ccc(C(=O)NC2CCSc3ccccc32)cc1 (stereo not drawn)	-5.7	0.1	-4.0	1.06	1.03	-2.5	-3.9	1.8	-2.8
CCOC(=O)C1=C(CC)OC(N)=C(C#N)C1c1cccs1 (stereo not drawn)	7.9	3.5	5.6	0.921	0.9	-2.9	-4.1	0.1	10.0
O=C(C[n+]1ccc(/C=N/O)cc1)NC1CCCCC1	-1.7	-1.6	14.2	1.02	1.08	0.7	3.8	1.3	-8.2

# (list continues)
smiles	hIAP inh	APOBEC3A inh	A3G deaminase	hIAP act	mIAP activ	beta cell repl	ATG4B inhibitor	MPTP inh	mIAP block
CCC(=O)N1CCN(C(C)=O)C1c1ccccc1 (stereo not drawn)	-11.3	0.2	-2.9	1.11	1.05	-0.1	-3.4	-7.1	-5.0
COc1ccc(C2(c3ccc(OC)cc3)NC(=O)N(CC(=O)Nc3ccccc3)C2=O)cc1	-3.8	4.5	-1.6	1.04	1.16	-2.1	-7.1	1.4	-15.5
O=C(CSc1oc(-c2ccco2)nc1S(=O)(=O)c1ccc(Cl)cc1)NCC1CCCO1 (stereo not drawn)	23.8	-1.0	-9.4	0.762	0.898	-1.3	-8.8	0.3	10.2
COc1cccc(NC(=O)CSc2nnc3ccc(-c4ccccn4)nn23)c1	-10.3	-0.1	-5.8	1.1	0.963	-2.4	-5.8	-2.1	3.7
CCc1nnc(NC(=O)C2CCCCN2S(=O)(=O)c2ccccc2)s1 (stereo not drawn)	11.2	1.4	-15.3	0.888	1.05	-1.6	-4.8	0.6	-5.4
CCOC(=O)c1c(C)n(C)c2ccc(OCC(O)CN3CCN(C)CC3)cc12 (stereo not drawn)	-4.1	0.0	-5.0	1.04	1.03	0.1	-5.2	-1.6	-3.0
COCCN(CC(=O)Nc1cccc(C)c1C)C(=O)c1cc2c(s1)CCC2	23.7	25.9	5.5	0.763	1.04	4.9	-6.1	-1.5	-3.6
COCCOC(=O)C1=C(N)OC2=C(C(=O)CC(C)(C)C2)C1c1cccnc1 (stereo not drawn)	1.2	-1.6	-2.6	0.988	1.08	0.4	-9.7	0.4	-8.2
